m-calpain inh: inhibitors of pig calpain II, primary screen, biochemical, fluorogenic peptide substrate, 1536-well | purified calpain II, 30 min | inhibition, % at 16 µM | 0.37% of 220,000 active | AID 1236, 2008;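 active means inhibition above about 50%, limit read from the data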
PERK inh: block of dimerizer-induced PERK translation repression, primary screen, PERK inhibitor project, CHO PERK-DD cells, SEAP luminescence, HTS; Eukaryotic translation initiation factor 2-alpha kinase 3 (Homo sapiens), Q9NZJ5; CHO PERK-DD fusion, SEAP luminescence translation reporter; inhibition, % at 5.6 µM; 0.17% of 220,000 active; AID 1416, 2008;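 active means inhibition above the mean inhibition of all tested compounds plus 3 SD, set separately per screening campaign, cut at about 2.9% in these data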;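 further: PERK kinase domain activated by AP20187 dimerizer at 100 nM; 0% = DMSO with dimerizer and 100% = rapamycin at 8.4 µM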
Cl transport mod: KCC2 cotransporter modulators, thallium flux, primary screen, cell-based, HEK293 KCC2, FluoZin-2 fluorescence, MLSMR; AID 1456, 2008; KCC2 cells, thallium flux FluoZin-2 fluorescence; B-score of Tl+ flux slope (higher = more flux/activation; lower = inhibition) at 10 µM; 2.2% of 190,000 active;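 active means thallium flux slope and its plate-corrected score both differing from the plate sample mean at a set confidence after two filtering rounds, in either direction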;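 further: slope of fluorescence scaled to starting intensity during 10 to 20 s after thallium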
zVAD death inh: inhibitors of zVAD-triggered necroptosis, primary screen, L929 cells; AID 1377, 2008; 0.38% of 220,000 active; viability rescue, % at 10 µM; L929 zVAD necroptosis rescue, ATP luminescence, 24 h; with zVAD 60 µM;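 active means activation, scaled between plate controls, above about 75%, limit read from the data; inactive means activation under that limit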;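 further: 0% = zVAD with DMSO and 100% = DMSO alone without zVAD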
EBV gp42 inh: Epstein-Barr virus gp42 inhibitors, primary screen, biochemical, uHTS, fluorescence polarization. 0.42% of 220,000 active. inhibition, % (tested at 21.74 µM). Fluorescence polarization binding assay, mP read-out; in the data active means inhibition above about 50%
Target sequence (Q1HVG2 whole entry, looked up): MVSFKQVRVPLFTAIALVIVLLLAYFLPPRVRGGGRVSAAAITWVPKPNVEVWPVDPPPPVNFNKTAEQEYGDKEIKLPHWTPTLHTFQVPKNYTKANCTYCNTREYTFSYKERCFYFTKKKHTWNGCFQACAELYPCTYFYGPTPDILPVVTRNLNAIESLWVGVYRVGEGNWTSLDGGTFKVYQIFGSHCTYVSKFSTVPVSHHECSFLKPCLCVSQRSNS
Mdm2 ligase inh: MDM2-luciferase reporter signal enhancers, primary screen, MDM2 E3 ligase inhibitor project, cell-based, luminescence, 1536-well; signal enhancement, % at 5 µM; 0.11% of 210,000 active; cell-based MDM2 ubiquitination luciferase reporter, 2 h; 0 = plate control, 100 = twice control, blank-subtracted;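 active means signal enhancement of 30% or more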;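 further: luminescence tracks abundance of the self-degrading MDM2-luciferase fusion protein; higher signal means inhibition of MDM2 E3 ligase activity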
Target sequence (Q00987 whole entry, looked up, the tested form may be a part): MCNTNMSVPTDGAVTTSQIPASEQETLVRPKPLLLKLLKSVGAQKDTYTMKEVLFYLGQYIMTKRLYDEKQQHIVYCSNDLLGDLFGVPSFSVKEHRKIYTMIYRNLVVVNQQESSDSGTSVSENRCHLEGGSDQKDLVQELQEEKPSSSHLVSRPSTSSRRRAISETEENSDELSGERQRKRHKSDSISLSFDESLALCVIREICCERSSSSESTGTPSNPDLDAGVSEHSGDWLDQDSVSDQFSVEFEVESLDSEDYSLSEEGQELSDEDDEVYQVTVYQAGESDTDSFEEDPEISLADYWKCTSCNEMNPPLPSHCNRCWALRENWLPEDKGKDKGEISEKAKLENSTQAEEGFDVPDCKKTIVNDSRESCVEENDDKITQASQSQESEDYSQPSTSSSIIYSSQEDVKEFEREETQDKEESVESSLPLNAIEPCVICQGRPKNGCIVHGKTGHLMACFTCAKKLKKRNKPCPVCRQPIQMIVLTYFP
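Timing – 2 h compound exposure at 37 °C · Assay system – mammalian cells stably expressing self-ubiquitinating, self-degrading MDM2 E3–luciferase fusion · Amount – 2000 cells seeded into each well · Measure – % luminescence enhancement versus blank-corrected plate control mean · Measured by – SteadyLite luminescence, 15 min reagent step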
TNF necrop inh: inhibitors of TNF-alpha triggered necroptosis, primary screen, cell-based, Jurkat FADD-/-, single concentration; Jurkat FADD-/- TNF necroptosis rescue, ATP luminescence, 24 h; 0 = TNF only, 100 = no-TNF cells; activation (protection from cell death), % at 10 µM; 0.068% of 220,000 active; AID 463075, 2010;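 active means activation, meaning protection from cell death, of at least 50% relative to plate controls; inactive means activation below 50%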;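 further: necroptosis triggered by 40 ng/mL TNF-alpha added together with compound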
eIF4E-4G inh: eIF4E–eIF4G protein interaction inhibitors, primary screen, biochemical, uHTS, TR-FRET, eIF4GI fragment; TR-FRET eIF4E-eIF4GI(517-606) binding, 2 h; 0.37% of 220,000 active; AID 782, 2007; inhibition, % at 21.7 µM;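 active means inhibition above about 30%, limit read from the data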;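 further: 0% = full FRET control wells and 100% = background wells lacking eIF4GI fragment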
Rad51 HR inh: human RAD51 strand exchange inhibitors, primary screen, biochemical, fluorescence; DNA repair protein RAD51 homolog 1 (Homo sapiens), Q06609; hRad51 DNA strand exchange, fluorescence dequenching; inhibition, % at 10 µM; 0.085% of 200,000 active; AID 1385, 2008;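 active means inhibition above 40% at the single screening dose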;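 further: 0% = DMSO control wells and 100% = blanks with heterologous ssDNA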
Target sequence (Q06609 whole entry, looked up): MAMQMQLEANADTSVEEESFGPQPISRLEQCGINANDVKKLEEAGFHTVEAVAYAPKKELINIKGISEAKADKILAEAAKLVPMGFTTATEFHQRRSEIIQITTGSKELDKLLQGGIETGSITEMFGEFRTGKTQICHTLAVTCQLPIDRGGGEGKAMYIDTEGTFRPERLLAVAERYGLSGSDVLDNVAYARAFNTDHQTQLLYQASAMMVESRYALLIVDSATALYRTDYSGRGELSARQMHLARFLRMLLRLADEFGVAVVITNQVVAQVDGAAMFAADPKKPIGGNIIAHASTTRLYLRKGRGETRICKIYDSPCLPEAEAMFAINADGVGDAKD
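Material: Human Rad51 nucleoprotein filaments preassembled on unlabelled ssDNA | Also added: Labelled 47-mer dsDNA for strand exchange | Dosing: Single dose, 10 µM final compound | Schedule: 30-min compound preincubation and 15-min exchange, both room temperature | Technique: Fluorescence dequenching at 485/520 nm | Measure: Percent inhibition relative to plate controls and blanks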
Starred values were filed as active, the others as inactive; x = not tested or not shown; [ ] = dose if it differs, or a comment.

SMILES	m-calpain inh	PERK inh	Cl transport mod	zVAD death inh	EBV gp42 inh	Mdm2 ligase inh	TNF necrop inh	eIF4E-4G inh	Rad51 HR inh
CCN(CC)S(=O)(=O)c1ccc(C(=O)Oc2coc(CSc3nc(C)cc(C)n3)cc2=O)cc1	0	0.0	-0.6	1.1	1	2	-1.5	1	16
Cc1ccc(N=Cc2c(O)n(-c3nccs3)c(=O)c3ccccc23)cc1	-16	0.4	1.4	-0.1	-13	-9	-2.2	-3[fluorescence artefact?]	5
NC(=NC(=O)c1ccc(OCC(F)(F)F)nc1)c1ccc(Cl)cc1	-10	-0.1	1	0.3	1	-13	1.7	-5	-4
CCCNC(=O)c1cccc(COCC(F)(F)F)c1	24	0.4	-1.6	-0.3	-8	x	0.5	-1	-5
CCOC(=O)c1cnc2c(N=Nc3ccccc3)c(N)nn2c1N	-15	0.1	0.13	1.8	-8	-57	-7.1	-30	-12
Cc1ccc2c(c1)NCC(C(=O)NCc1ccccc1)O2 (stereo unspecified)	-10	0.6	0.64	x	-14	x	2.2	7	x
COc1ccccc1CN(C)c1nnnn1-c1ccccc1	-23	0.8	0.85	0.3	3	-4	-1.0	-2	3
FC(F)(F)c1cnc(N/N=C/c2ccncc2)c(Cl)c1	24	-0.9	-0.77	-0.3	-8	x	2.1	-10	-13
Cc1ccccc1Cn1cc(/C=N/n2cnnc2)c2ccccc21	-74	0.3	0.58	-0.4	4	-4	-11	5	3
COC(=O)CNC(=O)c1ccccc1C	-24	0.7	0.95	1.1	-1	-7	0.4	-3	0
COc1ccc(CC(=O)N2N=C(C)CC2(O)C(F)(F)F)cc1 (stereo unspecified)	-9	1.2	0.95	0.5	2	-3	1.2	-1	4
CCCC(C(=O)n1nc(C)cc1C)C(NS(=O)(=O)c1ccc(C)cc1)c1ccccc1 (stereo unspecified)	42	0.8	-0.64	0.0	13	-22	-0.8	3	-10
CCOC(=O)C1=C(C)N(c2ccccc2)C(=O)C1	-12	0.5	x	-1.2	-8	3	-2.8	9	-1
COc1ccc(NC(=O)[C@@H](NC(=O)c2ccccc2F)C(C)C)cc1S(=O)(=O)N1CCOCC1	-18	-0.1	0.046	0.1	-19	-8	1.1	-2	-8
Cn1nnc(NC(=O)c2cccc(F)c2)n1	12	1.0	0.28	-0.2	-22	-8	0.2	2	-1
O=S(=O)(/N=C(/Nc1cc(N2CCOCC2)ncn1)c1ccc(F)cc1)c1ccccc1	-13	-1.1	0.96	0.1	-10	3	1.0	-5	3
O=C(Nc1cccc(F)c1)c1ccc(CSc2ccccc2)o1	29	-0.3	-2.7	1.6	-1	-1	1.5	5	5
O=C(NCCN1CCOCC1)c1cc(Cl)ccc1[N+](=O)[O-]	-7	0.9	1.3	0.5	-15	-17	-1.1	-5[fluorescence artefact?]	2
Cc1cccc(N(CC(=O)NCCSCc2ccco2)S(=O)(=O)c2ccccc2)c1	9	-0.6	x	-0.4	-6	-11	-5.0	2	4
CC(=O)C1=C(O)C(=O)N(c2nccs2)C1c1ccccc1 (stereo unspecified)	-180	-0.5	x	0.9	-26	-4	-0.3	-4	4
COC(=O)/C(=C/c1c[nH]c2ccccc12)[N+](=O)[O-]	15	-0.5	-0.35	-0.2	-18	-11	-3.9	3	-4
CSc1nc(SCC(=O)O)c2c3c(sc2n1)COC(C)(C)C3	-3	1.5	1.5	-0.4	-4	-20	0.5	4	-7
CCOC(=O)c1nc(NCc2cccc(OC)c2)c2ccccc2n1	-2	0.9	-0.25	1.3	-8	16	1.1	3	9
Cc1cc(C)cc(OCC(=O)Nc2nc3ccc([N+](=O)[O-])cc3s2)c1	-76	-1.2	1	0.7	-9	-12	0.1	-11	1
Brc1cnc(N2CCCC2)nc1N1CCOCC1	15	0.3	-0.25	-0.1	14	-3	-0.8	9[fluorescence artefact?]	-2
Clc1cccc(N/N=C(\Cc2nc3ccccc3[nH]2)c2ccccc2)c1	13	-0.1	-0.27	0.7	-16	-14	3.8	4	-4
O=C(CCNS(=O)(=O)c1ccc(Br)s1)NCc1ccc2c(c1)OCO2	-8	0.5	0.1	1.0	4	-3	2.7	-3	9
O=C(NCc1ccccc1)c1ccc2c(=O)n(CC3CCCO3)c(=S)[nH]c2c1 (stereo unspecified)	22	-0.1	-2.5	0.4	-11	-3	-6.6	-11	-7
COc1ccc(/C=N/N2CCN(C)CC2)cc1O	9	1.0	x	-0.3	10	-10	-2.1	-2	0
O=[N+]([O-])c1cccc(/C=N/NC2=NCCCCC2)c1	15	-0.2	0.13	x	0	-10	0.4	-6	x
O=C(N/N=C/C=C/c1ccco1)c1ccccc1Cl	25	0.9	0.72	0.5	-6	-8	-1.8	2	-5
CCCn1c(O)c(N=NC(=O)c2ccco2)c2ccccc21	37	-1.1	18*	0.0	9	-21	0.2	0	-4
CCCCC1CCC(c2nc(-c3cccnc3)no2)CC1 (stereo unspecified)	8	0.7	1.6	2.5	-9	-5	1.6	3	12
Cc1cccc(CCNC(=O)C2CCN(S(=O)(=O)c3cccc4nsnc34)CC2)c1	-31	-0.5	x	0.5	-18	-9	-0.1	-12	-2
Cc1ccc(O)c(NC(=O)c2cccc(S(=O)(=O)N3CCCCC3)c2)c1	26	-1.5	-2.4	2.2	-15	-6	-18	-2	-24
O=C(c1cc(-c2cccs2)nc2ccccc12)N1CCN(S(=O)(=O)c2cccc(F)c2)CC1	-162	-1.8	0.34	0.0	-8	10	-2.1	4	4
COc1ccc(N(CC(=O)Nc2cccnc2)S(C)(=O)=O)cc1	-6	0.0	0.19	-0.4	-16	2	1.3	3	3
CCC(=O)NC(=S)NNC(=O)c1ccc(O)cc1	-10	0.6	0.65	0.3	-17	-3	-0.6	-2	x
Cc1cccc(N2CCC(NCc3c(C(=O)N4CCCCC4)nc4c(C)cccn34)CC2)c1	-1	-0.8	-0.39	-0.3	-13	-7	1.3	1	x
Cc1ccc2c(c1)COc1c3ccc(C(=O)NCCO)cc3nn1-2	-174	x	0.13	0.3	-20	8	-4.4	2	10

Records above shown as hits in Cl transport mod.
mol	m-calpain inh	PERK inh	Cl transport mod	EBV gp42 inh	eIF4E-4G inh	Rad51 HR inh
CCCn1c(O)c(N=NC(=O)c2ccco2)c2ccccc21	37	-1.1	18*	9	0	-4

(listing goes on)
SMILES	m-calpain inh	PERK inh	Cl transport mod	zVAD death inh	EBV gp42 inh	Mdm2 ligase inh	TNF necrop inh	eIF4E-4G inh	Rad51 HR inh
CCc1ccc(C2=CC(c3cc(Br)ccc3F)n3ncnc3N2)cc1 (stereo unspecified)	-60	1.5	0.46	0.2	-2	6	-16	0	1
CCCCC1(CC(=O)OC)C(=O)N(c2ccccc2)N(c2ccccc2)C1=O	-7	-0.9	-0.2	-1.0	8	0	0.2	-3	5
CN(C)S(=O)(=O)c1cccc(C(=O)OCC(=O)Nc2sccc2C#N)c1	-61	1.2	0.6	-0.2	31	11	0.9	-5	x
COc1ccc(C)cc1NC(=S)Nc1ccccc1SC	-30	1.3	0.71	2.3	-11	-16	0.3	1	0
NS(=O)(=O)c1cccc(NC(=O)CSc2ncnc3ccccc23)c1	-29	0.5	-2.3	0.2	-16	-2	4.7	-1	-8
Cc1ccccc1OCC(=O)N(Cc1cccs1)C1CCS(=O)(=O)C1 (stereo unspecified)	-22	-0.3	-0.33	0.0	-1	-9	-2.0	-3[fluorescence artefact?]	-1
Cc1cc(Cl)c(S(=O)(=O)N2CCN(c3ccccn3)CC2)cc1OCC(N)=O	3	-0.2	-0.49	0.2	1	-6	0.6	2	x
Cc1ccc(C(=O)NCC(=O)OCC(=O)NC2CCCC(C)C2C)s1 (stereo unspecified)	-19	0.0	-0.25	1.3	-14	-1	-0.5	4	-1
O=[N+]([O-])c1nn(-c2ccc3c(c2)OCCO3)n(O)c1=NCCCO	11	0.1	0.44	0.0	-11	-20	-6.2	3	-2
CCC1CCCCN1C(=O)CSc1nc2ccsc2c(=O)n1Cc1ccccc1 (stereo unspecified)	18	-0.6	-1.3	-1.1	-4	-13	-2.7	0	-4

The final 4 records of the part before come first, to join the parts.
SMILES	m-calpain inh	PERK inh	Cl transport mod	zVAD death inh	EBV gp42 inh	Mdm2 ligase inh	TNF necrop inh	eIF4E-4G inh	Rad51 HR inh
Cc1cc(Cl)c(S(=O)(=O)N2CCN(c3ccccn3)CC2)cc1OCC(N)=O	3	-0.2	-0.49	0.2	1	-6	0.6	2	x
Cc1ccc(C(=O)NCC(=O)OCC(=O)NC2CCCC(C)C2C)s1 (stereo unspecified)	-19	0.0	-0.25	1.3	-14	-1	-0.5	4	-1
O=[N+]([O-])c1nn(-c2ccc3c(c2)OCCO3)n(O)c1=NCCCO	11	0.1	0.44	0.0	-11	-20	-6.2	3	-2
CCC1CCCCN1C(=O)CSc1nc2ccsc2c(=O)n1Cc1ccccc1 (stereo unspecified)	18	-0.6	-1.3	-1.1	-4	-13	-2.7	0	-4
CCCCCCN(C(=O)CCCCCN1C(=O)NC(c2ccc(-c3ccccc3)cc2)C(C(=O)OCc2ccccc2)=C1C)C(C(=O)NCCCC)c1ccc(-c2ccccc2)cc1 (stereo unspecified)	-15	x	0.55	1.5	-23	4	3.1	2	-1
COC(CNC(=O)C(=O)NCC1OCCN1C(=O)c1ccc(Cl)cc1)OC (stereo unspecified)	22	-0.1	-0.5	4.3	-8	x	0.4	-2	6
CCOC(=O)CSc1nnc(-c2ccc(OC)cc2OC)o1	-2	-0.9	x	0.7	0	-1	-0.6	9[fluorescence artefact?]	-2
COc1ccc(CCn2c(-c3ccco3)nc3ccccc3c2=O)cc1OC	0	-1.1	-0.43	0.8	-12	-9	-4.7	2	1
Cc1cnc(C(=O)OCC(=O)c2cc(C)n(C)c2C)cn1	14	-0.4	0.55	1.8	-3	6	0.1	1	7
Cn1nccc1NC(=O)CC1(CC(=O)O)CCCCC1	20	0.9	0.14	-0.4	-3	0	0.8	0	x
Cc1ccc2nc(N3C(=O)C(O)=C(C(=O)c4ccco4)C3c3cccs3)sc2c1 (stereo unspecified)	-43	0.7	x	7.1	-2	-3	-0.8	2	3
c1ccc(N2CC3CCc4ccccc4C3=N2)cc1 (stereo unspecified)	-33	0.7	0.061	2.5	-16	-8	6.5	3	1
COC(=O)c1cnn2c(C(F)(F)F)cc(-c3ccccc3)nc12	-211	0.4	-0.89	-0.3	-11	1	-0.1	-4	8
O=c1c2ccccc2ncn1Cc1cccc2ccccc12	15	0.7	-1.5	1.1	13	-6	1.5	-3	-9
CCCc1cc(NCC2CCCO2)n2c(nc3ccccc32)c1C#N (stereo unspecified)	-493	-2.7	-0.21	-0.3	2	-15	-2.8	-1	-3
Cc1cc(C)n(NC(=S)NC2CCCCC2)c(=O)c1C#N	20	0.7	x	1.1	-6	-9	4.6	4	12

Compound activity: PubChem BioAssay, several laboratories
